KB-3-1 tox: kills parental KB-3-1 adenocarcinoma cells. KB-3-1 viability, CellTiter-Glo ATP luminescence, 72 h. Potency, µM (titrated, usually from 46.1 µM), for inactives: top-dose activity change, negative = cytotoxic, most hits filed as cytotoxic. 400,000 tested, 1.4% active. AID 1347075; also: % is scaled to controls: 0 for no effect and ±100 for the full control effect; nearly all actives have a fitted effect of over 60% in size
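Cytotoxicity measured as CellTiter-Glo luminescence after 72 h at 37 C. Compound titrations were pinned onto drug-naive KB-3-1 parental adenocarcinoma cells grown in DMEM with 10% FBS, and normalized data fitted to concentration-response curves.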
GLP1R ag: GLP-1 receptor (human) agonism; AID 624172; HEK293 GLP-1R CRE-luciferase, luminescence, 4-6 h; cells express a hypersensitive GLP-1R form; 380,000 tested, 0.007% active; P43220; Potency, µM (highest dose often 45.6 µM), without a hit: at the highest dose activation, usual class: activators; also: % of control where 0% means no effect
Target sequence (P43220 whole entry, looked up): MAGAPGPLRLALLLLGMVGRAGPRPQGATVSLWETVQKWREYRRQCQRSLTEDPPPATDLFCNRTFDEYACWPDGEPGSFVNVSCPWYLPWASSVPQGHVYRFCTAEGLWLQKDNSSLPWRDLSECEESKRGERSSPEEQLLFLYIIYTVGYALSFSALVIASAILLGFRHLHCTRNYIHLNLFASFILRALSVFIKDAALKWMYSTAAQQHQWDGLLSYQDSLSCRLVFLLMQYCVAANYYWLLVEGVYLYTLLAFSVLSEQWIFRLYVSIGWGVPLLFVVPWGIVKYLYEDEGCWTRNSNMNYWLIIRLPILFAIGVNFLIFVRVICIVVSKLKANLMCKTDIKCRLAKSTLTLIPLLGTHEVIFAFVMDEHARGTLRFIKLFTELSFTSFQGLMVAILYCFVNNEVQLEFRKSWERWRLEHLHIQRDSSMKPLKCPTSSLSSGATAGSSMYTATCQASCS
TDP43 rescue: TDP-43 toxicity inhibition in yeast | Potency, µM (doses to about 46.1 µM), for inactives: at the highest dose growth rescue (activation), most hits filed as activators | TDP-43 expressing yeast growth rescue, BacTiter-Glo, 24 h | AID 652104 | 410,000 tested, 1.8% active; also: % of control where 0% means no effect; nearly all actives have a fitted effect of over 50% in size
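Luminescence from BacTiter-Glo reports growth of TDP-43-expressing yeast after 24 hr at 30 deg C with compound. Cells were raffinose-pregrown to mid-log, then seeded in galactose medium at OD600=0.02.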
HEK293 tox: cytotoxicity counter-screen for GLP-1 receptor inverse agonists; 410,000 tested, 0.13% active; HEK293 cAMP-luciferase reporter cells, luminescence, 24 h; Potency, µM (titrated, usually from 38.3 µM), inactives show at the top dose activity change, negative = inhibition, usual class: inhibitors;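 also: loss of luciferase light is scored as toxicity; % is scaled to controls: 0 for no effect and ±100 for the full control effect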
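Luminescence readout: signal drop marks cytotoxicity. Plated cells grew 12 h at 37 °C, 5% CO2, received 23 nL compound for 24 h, then got luciferase reagent, read after 12 min at RT.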
HT1080NT lethal: kills 2HG-producing HT-1080-NT fibrosarcoma cells; AID 686970; 360,000 tested, 1.6% active; Potency, µM (highest dose often 46.1 µM), without a hit: at the top dose activity, negative = less viability, most hits filed as cytotoxic; HT-1080-NT fibrosarcoma viability, CellTiter-Glo ATP luminescence, 48 h;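 also: NT is the 2HG producing partner of a matched IDH1 knockdown line; 0% = DMSO-treated cells and -100% = media-only wells without cells; nearly all actives have a fitted effect of over 55% in size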
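Viability of the 2HG-overproducing fibrosarcoma line after 48 hours of compound exposure at 37 degrees C was determined by luminescence with CellTiter-Glo, and concentration-effect curves were then fitted and categorized.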
GLP-1R inv ag: inverse agonists of human GLP-1 receptor | HEK293 GLP-1R CRE-luciferase, luminescence, 24 h; GLP-1R form is constitutively active | Potency, µM (highest dose often 38.3 µM), without a hit: at the highest dose activity change, negative = inhibition, actives largely listed as inhibitors | 410,000 tested, 1.6% active | AID 624417; also: % is scaled to controls: 0 for no effect and ±100 for the full control effect; nearly all actives have a fitted effect of over 55% in size
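HEK293 cells stably co-expressing a cAMP-responsive luciferase reporter and constitutively active GLP-1R were seeded, incubated 12 h, then exposed to compounds for 24 h at 37 C. Luminescence was read 12 min after detection reagent; inverse agonists lower signal.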
SW480 rerep: inducers of DNA re-replication in SW480 colon cancer cells; SW480 DNA re-replication, Hoechst DNA content imaging, 48 h; Potency, µM (highest dose often 46.1 µM), for inactives: at the top dose re-replication activation, usual class: activators; 340,000 tested, 1.8% active; also: % of control where 0% means no effect; nearly all actives have a fitted effect of over 55% in size
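Image-based DNA-content assay: after two days of treatment, nuclei were labelled with the DNA dye Hoechst and imaged, and hits were compounds raising the count of nuclei showing high fluorescence intensity.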
HT1080 IDH1KD tx: HT-1080 IDH1 knockdown cell toxicity (counter line); HT-1080 IDH1 knockdown viability, ATP luminescence, 48 h; Potency, µM (titrated, usually from 46.1 µM), without a hit: at the top dose activity, negative = toxicity, hits mostly cytotoxic; 360,000 tested, 2% active; AID 686971;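 also: 0% = DMSO wells and -100% = cell-free medium wells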
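HT-1080-IDH1KD cells (IDH1 knocked down), 750/well in RPMI with 5% FBS, treated with compound 48 h at 37 degrees C. Viability by CellTiter-Glo luminescence, normalised to DMSO and no-cell wells; concentration-response curves classed.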
KB-V1 cytotox: kills drug-selected multidrug resistant KB-V1 cells. KB-V1 MDR cells viability, CellTiter-Glo, 72 h. Potency, µM (titrated, usually from 46.1 µM), for inactives: at the highest dose activity change, negative = cytotoxicity, hits mostly cytotoxic. 400,000 tested, 3.4% active. AID 1347076; also: % is scaled to controls: 0 for no effect and ±100 for the full control effect; nearly all actives have a fitted effect of over 60% in size
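Cytotoxicity toward P-gp-expressing KB-V1 cells was determined as loss of CellTiter-Glo luminescence after 72 h at 37 degrees C. Compounds were tested in quantitative HTS format across a concentration range, with curves fitted to normalized data.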
* hit, by the source's call; ? = inconclusive; . = no result given; [ ] = remark or other dose. Calls follow the shape of the dose curve; as a rule, active = well fitted curve in the direction sought with a large enough effect; inconclusive = small, poorly fitted or top-dose-only effect, or another doubt; inactive = no such curve, though single readings can be large; an effect the other way counts as inactive or inconclusive. Potency is read from the fitted curve at half-maximal effect. Hits appear at their usual frequency (roughly 9.4% active in at least one column).

SMILES	KB-3-1 tox	GLP1R ag	TDP43 rescue	HEK293 tox	HT1080NT lethal	GLP-1R inv ag	SW480 rerep	HT1080 IDH1KD tx	KB-V1 cytotox
O=C(NCCc1ccc(Cl)cc1)c1cccn1-c1nnc(N2CCCC2)s1	4.6%	.	-21.6%	-6.3%	.	-13.0%	.	.	-28.6%
CCOC(=O)COC(=O)c1ccc(Oc2cc(C)nc(SC)n2)cc1	-2.1%	2.6%	18.8%	3.8%	0.2%	16.8%	-5.2%	-0.8%	-9.3%
COC(=O)CCCC1=CC2=CC(=O)C(C)(OC(=O)c3cccs3)C(=O)C2=CN1CCN1CCOCC1 (stereo not drawn)	-6.3%	2.4%	-1.5%	0.6%	11.6%	17.5%	-22.5%[9.22 µM]	2.7%	22.2%
O=C(c1ccco1)N1CCN(C(=O)C2CC(c3ccc(Cl)c(Cl)c3)=NO2)CC1 (stereo not drawn)	-24.7%	2.4%	17.4%	-0.6%	-4.2%	-15.8%	-6.4%	-10.1%	?
Cc1ccnc(NC(=O)CCNC(=O)c2ccccc2Cl)c1	0.9%	-1.6%	-3.0%	-16.5%	29.6%	21.1%	-4.8%	20.5%	-14.7%
Cc1cc(C)c(NC(=O)CCCOC(=O)C2=COCCO2)c(C)c1	12.6%	8.9%	-9.5%	-3.1%	7.0%	4.8%	-9.6%	10.6%	6.2%
COc1ccc(/C=C/C(=O)N(CC(C)C)CC(C)C)cc1Br	6.0%	16.0%	-3.7%	-1.8%	10.7%	11.2µM*	?	5.3%	20.6µM*
COCCOC(=O)c1c(NC(=O)CNc2ccc(C)c(F)c2)sc(C(N)=O)c1C	1.4%	13.7%	6.3%	6.2%	?	51.2%[activator]	?	-22.2%	-4.8%
COC(=O)c1ccc(OC)c(CSc2nnc(COc3cccc(C)c3)o2)c1	-13.9%	7.7%	5.7%	-9.2%	-10.3%	0.0%	-1.4%	-12.0%	?
COc1cc([C@@H]2CC=C(C(=O)O)[C@H](c3ccc(C)cc3)N2S(=O)(=O)c2ccc(C)cc2)cc(OC)c1OC	0.0%	-0.2%	24.3%	1.0%	6.9%	-4.9%	1.3%	-0.2%	0.0%
Cc1ccc(-c2nnn(C/C(N)=N/O)n2)cc1	5.0%	-0.1%	20.5%	-8.1%	13.7%	19.4%	1.4%	1.8%	0.0%
Cc1ccc(C(=O)Nc2nc3ccccc3s2)s1	-3.2%	-20.4%	-11.5%	0.6%	?	-19.0%	-3.7%	?	-7.4%
Cc1cccc(C(=O)Oc2ccc(/C=N/NC(=O)Cc3ccc([N+](=O)[O-])cc3)cc2)c1	1.5%	6.9%	-6.2%	-12.4%	4.4%	-10.4%	0.6%	1.0%	2.5%
CCOC(=O)c1sc(Nc2ccc(F)cc2)nc1C	-1.2%	27.7%	-10.0%[0.397 µM]	-25.3%	-13.3%	?	5.0%	-2.4%	-12.7%
Cc1ccc2cc(C(=O)O)c(C)nc2c1	6.6%	-5.5%	7.7%	-0.2%	23.1%	2.8%	-2.6%	22.1%	?
Cc1cccc(C(=O)c2cn[nH]c2-c2ccc(C)cc2O)c1	-1.4%	8.9%	?	3.1%	-1.3%	-8.9%	-3.0%	-5.2%	2.8%
COc1ccc(C(=O)COC(=O)CNC(=O)C2CCCCC2)c(OC)c1	5.8%	-25.2%	6.7%	1.2%	14.9%	16.3%	-0.3%	15.9%	?
COc1cccc(NC(=O)c2cc(=O)c3ccccc3o2)c1	0.1%	8.0%	8.5%	-15.2%	6.4%	-10.8%	-13.6%	0.0%	0.0%
COC(=O)C1=C(N)Oc2cc(C)n(Cc3ccncc3)c(=O)c2C1c1cccnc1 (stereo not drawn)	6.8%	0.5%	-3.7%	5.0%	6.2%	9.7%	-7.9%	8.0%	?
CN(C)c1nc(C=C(C#N)C#N)c(Cl)n1-c1ccc(F)cc1	?	7.8%	-4.6%[9.22 µM]	-30.0%	7.31µM*	?	7.31µM*	4.61µM*	?
Cc1cccc(Oc2ccccc2NS(=O)(=O)c2ccc(CCC(=O)O)cc2)c1	-0.8%	0.4%	?	7.6%	-14.0%	7.7%	-7.5%	-0.4%	21.7%
CCOCCCn1c(SCC(=O)Nc2ccccc2OC)nc2c(oc3ccccc32)c1=O	-1.5%	.	22.4µM*	-11.6%	.	?	.	.	0.0%
O=C1CC(N2CCN(c3ccc(Cl)c(Cl)c3)CC2)C(=O)N1 (stereo not drawn)	8.9%	1.2%	13.3%	-6.3%	-10.0%	0.0%	-2.0%	-6.8%	20.9%
S=C(NCCCN1CCOCC1)Nc1cccc(-c2nnc3n2CCCCC3)c1	7.3%	13.3%	17.2%	-9.8%	17.0%	12.3%	2.8%	9.7%	-3.3%
ON=Cc1ccnc2ccccc12	3.7%	-0.4%	24.1%	1.6%	1.4%	-1.1%	.	-0.3%	-21.0%
Cc1[nH]c2ccccc2c1C(=O)COC(=O)CCS(=O)(=O)c1ccccc1Cl	14.6%	-1.3%	-4.7%	-20.2%	6.5%	15.9%	-4.6%	6.8%	-3.5%
O=C1CCc2cc(S(=O)(=O)N3CCN(c4cccc(C(F)(F)F)c4)CC3)ccc2N1	0.7%	1.6%	-14.7%	0.3%	-9.6%	19.1%	22.8%	?	10.1%
CS(=O)(=O)N(CC(=O)O)Cc1cccc(CN(CC(=O)O)S(C)(=O)=O)c1	3.6%	-3.7%	-17.4%	-6.1%	-0.3%	3.7%	-32.6%[9.22 µM]	-1.2%	-15.6%
COc1ccc(OC)c(NC(=O)Cc2coc3cc(C)cc(C)c23)c1	-15.7%	-1.3%	11.1%	-5.2%	0.6%	-7.5%	2.4%	-0.6%	16.4µM*
CN(C)CCNc1ccc2ncn3c4ccc(O)cc4c(=O)c1c23	?	0.5%	1.5%	7.0%	?	?	?	20.6µM*	-14.8%

Entries of single compounds as entered above. Screens in order: KB-3-1 tox | GLP1R ag | TDP43 rescue | HEK293 tox | HT1080NT lethal | GLP-1R inv ag | SW480 rerep | HT1080 IDH1KD tx | KB-V1 cytotox
Cc1[nH]c2ccccc2c1C(=O)COC(=O)CCS(=O)(=O)c1ccccc1Cl is entered as 14.6% | -1.3% | -4.7% | -20.2% | 6.5% | 15.9% | -4.6% | 6.8% | -3.5%
Cc1cccc(Oc2ccccc2NS(=O)(=O)c2ccc(CCC(=O)O)cc2)c1 is entered as -0.8% | 0.4% | ? | 7.6% | -14.0% | 7.7% | -7.5% | -0.4% | 21.7%
O=C1CCc2cc(S(=O)(=O)N3CCN(c4cccc(C(F)(F)F)c4)CC3)ccc2N1 is entered as 0.7% | 1.6% | -14.7% | 0.3% | -9.6% | 19.1% | 22.8% | ? | 10.1%

Additional records follow.
SMILES	KB-3-1 tox	GLP1R ag	TDP43 rescue	HEK293 tox	HT1080NT lethal	GLP-1R inv ag	SW480 rerep	HT1080 IDH1KD tx	KB-V1 cytotox
Brc1ccccc1-c1nnc(COc2ncnc3c2cnn3-c2ccccc2)o1	?	8.8%	-28.2%	-3.9%	?	9.7%	-0.2%	-26.1%	?
O=C(/C=C/c1ccc2c(c1)OCO2)Nc1cccnc1	8.2µM*	-7.7%	-6.1%	-15.0%	?	10µM*	2.1%	?	-17.6%
COc1cc(/C=C(\C#N)c2nc3ccccc3[nH]2)cc(Br)c1OCc1ccc(F)cc1	0.8%	-0.6%	-2.8%	115.1%[activator]	0.9%	-15.7%	?	0.0%	0.2%
O=C(Nc1ccnn1C1CCN(CCCc2ccccc2)CC1)c1cccc(F)c1	5.0%	3.2%	-20.5%	-17.1%	-2.9%	?	-4.6%	-1.1%	?
O=C(CS(=O)(=O)c1cn(CC(=O)N2CCCC2)c2ccccc12)Nc1ccccc1	.	-7.3%	10.9%	4.8%	-1.9%	18.3%	2.0%	5.2%	.
CC1CCN(S(=O)(=O)c2ccc(NC(=O)CN3CCCCCC3)cc2)CC1	-18.0%	13.4%	-28.7%	-17.2%	-16.7%	?	?	?	-3.3%
COc1ccc2ccccc2c1/C=N\NC(=O)c1ccc(C)s1	-1.1%	10.1%	6.6%	-0.3%	-5.9%	-30.8%	0.4%	-25.6%	-2.5%
Cn1nc(C(=O)NCc2cccnc2)c2ccccc2c1=O	1.1%	-8.7%	-7.3%	-0.8%	-0.5%	11.7%	-9.2%	2.6%	-25.9%
COc1ccc(CN2CCNC(=O)C2CC(=O)NCCCC2CCCC2)c(F)c1 (stereo not drawn)	.	4.9%	-11.9%	1.9%	-9.7%	-12.8%	13.8%	-6.5%	.
Cc1cccc(CN2C3=NCCCN3c3ccccc32)c1	-9.1%	6.7%	6.9%	?	?	-10.1%	0.5%	?	0.8%
COc1ccccc1-n1nnnc1SCC(=O)NCC1(N2CCOCC2)CCCCC1	2.8%	-3.5%	10.7%	-13.1%	1.2%[9.24 µM]	-5.5%	24.4%	5.2%	-3.2%
NC(=O)C1CCN(C(=O)CCC(=O)c2cccs2)CC1	-0.2%	6.2%	-12.9%	-9.1%	14.0%	9.2%	-7.8%	18.2%	-0.2%
CC1CCCCN1C(=O)COC(=O)c1ccc(=O)n(Cc2ccccc2)n1 (stereo not drawn)	10.2%	7.9%	-16.2%	-13.8%	15.4%	6.8%	-84.3%[inhibitor]	15.3%	?
CN1C(=O)[C@@](O)(CC(=O)c2ccccc2)c2cc(Br)ccc21	?	.	1.1%	-3.7%	-1.8%	10.7%	.	-12.1%	-1.5%
O=C(Nc1ccccc1)C1C2/C=C\CCCCC21 (stereo not drawn)	0.0%	10.8%	-20.8%	-2.4%	0.3%	?	-66.2%[inhibitor]	0.6%	-18.1%
COc1ccc2cc(C(=O)C3CCCN(C(=O)c4snnc4C)C3)ccc2c1 (stereo not drawn)	-1.9%	2.0%	26.4%	-8.2%	-2.4%	?	3.0%	3.7%	16.8%
CCOc1ccc(-c2cc(NC(=O)c3c(F)cccc3F)c(C(=O)O)s2)cc1	?	-1.6%	0.0%	-14.6%	-7.1%	-3.9%	-82.2%[inhibitor]	-17.8%	-10.0%
CCOc1ccc(CNC(=O)c2cccc(Nc3nc4ccccc4n4nnnc34)c2)cc1OC	-1.4%	.	8.9%	10.8%	.	12.8%	.	.	?

Bioassay records from PubChem.
